MITF primary: blocks human microphthalmia-associated transcription factor | O75030 | AlphaScreen MITF homodimerization, bead proximity signal | inhibition, % at 2.6 µM | actives 0.91% (n = 650,000) | AID 1259374; in the data active = inhibition above about 50%;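 also: 0% = vehicle wells with protein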
Target sequence (O75030 whole entry, looked up): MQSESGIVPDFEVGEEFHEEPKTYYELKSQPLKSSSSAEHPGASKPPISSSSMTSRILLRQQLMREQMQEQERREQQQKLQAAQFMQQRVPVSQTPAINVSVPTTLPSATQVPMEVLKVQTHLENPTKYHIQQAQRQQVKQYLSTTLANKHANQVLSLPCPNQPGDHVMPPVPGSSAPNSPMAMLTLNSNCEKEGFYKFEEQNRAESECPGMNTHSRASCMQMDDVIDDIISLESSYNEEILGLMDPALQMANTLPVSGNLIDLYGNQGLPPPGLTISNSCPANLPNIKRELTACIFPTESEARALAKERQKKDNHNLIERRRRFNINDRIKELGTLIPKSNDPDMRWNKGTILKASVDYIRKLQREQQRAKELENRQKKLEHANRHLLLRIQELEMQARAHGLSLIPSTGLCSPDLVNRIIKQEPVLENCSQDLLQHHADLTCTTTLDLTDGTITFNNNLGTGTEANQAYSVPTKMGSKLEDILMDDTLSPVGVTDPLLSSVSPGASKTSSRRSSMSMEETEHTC
GPR151 activ: activates the human receptor GPR151; Q8TDV0; PathHunter beta-arrestin GPR151 cells, luminescence; activation, % at 11.2 µM; actives 1% (n = 650,000); AID 1508602; in the data active = activation above about 4.9%;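 also: 0% = median of compound wells and 100% = cells with positive control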
Target sequence (Q8TDV0 whole entry, looked up): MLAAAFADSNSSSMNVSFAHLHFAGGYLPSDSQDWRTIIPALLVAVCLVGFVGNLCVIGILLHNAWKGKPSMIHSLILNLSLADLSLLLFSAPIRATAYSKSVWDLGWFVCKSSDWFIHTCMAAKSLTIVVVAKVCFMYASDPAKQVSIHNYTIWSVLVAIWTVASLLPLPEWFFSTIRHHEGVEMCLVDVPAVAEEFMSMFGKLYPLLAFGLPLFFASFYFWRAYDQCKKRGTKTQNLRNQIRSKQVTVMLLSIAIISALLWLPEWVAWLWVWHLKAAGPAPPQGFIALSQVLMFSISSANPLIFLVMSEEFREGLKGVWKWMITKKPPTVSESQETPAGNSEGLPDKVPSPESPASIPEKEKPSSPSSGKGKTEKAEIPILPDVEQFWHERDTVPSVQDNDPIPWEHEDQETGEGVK
TEAD-YAP block: TEAD-YAP interaction inhibition. inhibition, % at 9.12 µM. actives 1.4% (n = 640,000). HEK-TIYL cells, TEAD-Gal4/YAP UAS-luciferase luminescence; in the data active = inhibition above about 32%;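 also: 0% = median of test compound wells and 100% = reference inhibitor wells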
FBW7 act: human FBW7 E3 ligase activation, primary screen | Q969H0 | AlphaScreen FBW7–phospho-cyclin E peptide binding, activator screen | normalized activity (activation), % at 26.1 µM | actives 0.13% (n = 650,000); in the data active = normalized activity above about 1.9%;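 also: purified mutant Fbw7 with reduced substrate affinity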
Numbers without * were called inactive.

SMILES | MITF primary | GPR151 activ | TEAD-YAP block | FBW7 act
COCCn1c(C)cc(C(=O)CSc2nnc(Nc3ccccc3F)s2)c1C | -11 | -1.3 | -21 | -0.1
CC(NC(=O)C(=O)NCCCO)c1ccccc1 (stereo unspecified) | 14 | -0.3 | -10 | 0.1
Cc1nn(C)c(C)c1-c1nc(Nc2ccc(N3CCOCC3)cc2)c2ncn(-c3ccsc3)c2n1 | 11 | 2.9 | 28 | -0.2
O=c1c2c([nH]c(=S)n1CC1CCCCC1)-c1ccccc1CC21CCCCC1 | -1 | 3.6 | 3 | 0.2
COc1ccc(C(=O)NCc2nnc(SCC(=O)Nc3nccs3)n2-c2ccc(F)cc2)cc1OC | -11 | 0.2 | -12 | 0.0
O=C(Nc1ncccn1)c1ccc(Cl)cc1 | 9 | -3.3 | -19 | 0.1
COCc1ccc(CN2CCCC(CNS(=O)(=O)c3cccc4cccnc34)C2)o1 (stereo unspecified) | 10 | 3.1 | 3 | 0.0
COc1cccc(NC(=O)CCC2CCN(C(=O)C3=C(C)OCCO3)CC2)c1 | -1 | -1.3 | 7 | -0.1
O=C(CSCc1c(F)cccc1F)Nc1ccccc1 | -6 | 0.2 | -62 | 0.0
O=C(CSc1ncnc2c1nnn2Cc1ccc(F)cc1)N1CCC(Cc2ccccc2)CC1 | 10 | -1.1 | 11 | 0.2
Cc1ccc2c(Cl)c(C(=O)NCCCCc3ccccc3)sc2c1 | -15 | -1.5 | -3 | 0.1
CC(C)Cc1cc(-c2ccc(F)cc2)c(C#N)c(N)n1 | 27 | 1.6 | 1 | 0.4
CCc1ccc(S(=O)(=O)NCc2cn3cccc(C)c3n2)cc1 | -5 | -0.8 | -9 | 0.0
CCOc1ccc(NC(=O)CCC(=O)OCC(=O)c2ccc(Br)cc2)cc1 | 10 | 4.1 | 0 | 0.0
O=C(COC(=O)c1cc2ccccc2o1)c1ccccc1 | 0 | -0.4 | 12 | 0.1
CN(Cc1cnn(C)c1)c1nncc(-c2ccc3ccccc3c2)n1 | 5 | 1.1 | -15 | 0.0
CC(C)c1ccc(NC(=O)c2nc(-c3ccncc3)no2)cc1 | -2 | -0.6 | -4 | -0.2
O=C(CN1CCN(Cc2ccc3c(c2)OCO3)CC1)N1N=CCC1c1ccccc1 (stereo unspecified) | 15 | 0.0 | 5 | 0.3
CS(=O)(=O)C1Cc2ccccc2CN1C(=O)Nc1ccc(Oc2ccccc2)cc1 (stereo unspecified) | 6 | 0.1 | 2 | 0.1
Cc1ccc(-c2noc(CNC(=O)CN3C(=O)c4ccccc4C3=O)n2)cc1 | -6 | -1.9 | 0 | -0.1
Cc1cccc(NC(=O)C2C3C=CC4(O3)C2C(=O)N(CCc2ccccc2)C4C(=O)NC2CCCC(C)C2C)c1 (stereo unspecified) | 2 | 1.8 | -5 | 0.1
COc1ccccc1NCC(=O)N/N=C/c1c[nH]c2ccccc12 | -1 | -1.4 | -3 | -0.1
COC(=O)c1ccccc1NC(=O)CN(c1ccccc1OC)S(C)(=O)=O | -19 | -1.2 | -1 | 0.0
Cc1cc(OS(=O)(=O)c2ccc(F)cc2)c(C)cc1CN1CCOCC1 | -5 | -1.1 | 9 | -0.1
Cc1ccc(S(=O)(=O)NNC2=NS(=O)(=O)c3ccccc32)cc1 | 3 | 0.2 | -4 | -0.1
OCCC1CN(CC2CCCCC2)CCN1Cc1ccccc1F (stereo unspecified) | 9 | 0.0 | -6 | -0.1
O=C(NCCc1c[nH]c2ccccc12)c1ccc([N+](=O)[O-])o1 | 9 | -0.5 | 3 | -0.1
COc1cc(OC)cc(C(=O)Nc2cccc(-c3nc4ccc(C)cc4o3)c2)c1 | 5 | 0.9 | -40 | 0.1
CC(=O)Nc1ccc(S(=O)(=O)Nc2cccc(-c3cn4cccnc4n3)c2)cc1 | 10 | 1.6 | 3 | 0.0
NC(=O)c1ccsc1NC(=O)CSc1nnc(-c2ccncc2)n1N | 9 | 0.5 | -7 | 0.7
CC/C(=N\NC(=O)c1nc2nc(C)cc(C)n2n1)c1ccccc1 | 3 | 1.4 | 6 | 0.1
CCOC(=O)C1=C(C)NC2=C(C(=O)C(C(=O)OCC)C(c3ccc(OC)cc3)C2)C1c1ccccc1OC (stereo unspecified) | -4 | 1.9 | 13 | -0.1
COc1ccc(C(C)=O)cc1CC1(C)C(=O)Nc2ccc(F)cc21 (stereo unspecified) | 17 | -1.1 | -1 | 0.1
COc1cccc(-c2noc(C3CCCN(C(=O)Nc4ccc(C(F)(F)F)cc4)C3)n2)c1 (stereo unspecified) | 4 | 0.1 | -23 | 0.1
Cc1cc(/C=C/C(=O)O)c(C)n1-c1ccccc1 | 14 | 0.0 | -2 | 0.0
CCCNc1ncnc2nc(-c3c(C)nn(C)c3C)[nH]c12 | 17 | 0.8 | -7 | 0.0
CC[n+]1c(/C=C2C=C(/C=C/C(C)=C\N(C)C)CC(C)(C)C/2)sc2ccccc21 | -4 | -1.4 | 6 | -0.1
O=C(NCCNc1ncnc2sc3c(c12)CCCC3)c1ccc(F)cc1 | 2 | 0.1 | 15 | 0.0
O=S(=O)(NCCc1ccc(Cl)cc1)c1ccccc1 | -3 | 1.2 | -8 | -0.1
NC(=O)c1ccc(-c2nc(Nc3ccccc3)c3ncn(-c4ccsc4)c3n2)cc1 | 16 | -0.1 | 50* | 0.2

An excerpt of these results, with values under each structure.
Values in the order: MITF primary	GPR151 activ	TEAD-YAP block	FBW7 act
- CCCNc1ncnc2nc(-c3c(C)nn(C)c3C)[nH]c12
 : 17	0.8	-7	0.0
- CC[n+]1c(/C=C2C=C(/C=C/C(C)=C\N(C)C)CC(C)(C)C/2)sc2ccccc21
 : -4	-1.4	6	-0.1

Grouped by structure, the compounds so far containing an NH in an aromatic ring.
SMILES | MITF primary | GPR151 activ | TEAD-YAP block | FBW7 act
O=c1c2c([nH]c(=S)n1CC1CCCCC1)-c1ccccc1CC21CCCCC1 | -1 | 3.6 | 3 | 0.2
COc1ccccc1NCC(=O)N/N=C/c1c[nH]c2ccccc12 | -1 | -1.4 | -3 | -0.1
O=C(NCCc1c[nH]c2ccccc12)c1ccc([N+](=O)[O-])o1 | 9 | -0.5 | 3 | -0.1
CCCNc1ncnc2nc(-c3c(C)nn(C)c3C)[nH]c12 | 17 | 0.8 | -7 | 0.0

(continued)
SMILES | MITF primary | GPR151 activ | TEAD-YAP block | FBW7 act
O=C(CN(Cc1ccccc1)C(=O)CCC(=O)Nc1ccccn1)NCc1ccco1 | 9 | 0.0 | -4 | 0.0
CCOC(=O)C(NC(=O)Nc1sc2c(c1C(=O)OC)CCCC2)(OCC(F)(F)F)C(F)(F)F (stereo unspecified) | -2 | 0.7 | 1 | 0.1
CC1(C)CC(=O)C(C=NCCCC(=O)O)=C(O)C1 | -4 | 0.4 | -4 | -0.1
COC(=O)Cn1cc(S(=O)(=O)Nc2cccc(Cl)c2)c2cc([N+](=O)[O-])ccc21 | 14 | -0.2 | -1 | -0.2
CCCCn1c(CNC(=O)c2ccc([N+](=O)[O-])cc2)nnc1SCC(=O)Nc1sc(C(=O)OCC)c(C)c1C(=O)OCC | 17 | 0.0 | 1 | 0.0
COc1cc(C2CC(c3ccc(Cl)cc3)Nc3ncnn32)cc(OC)c1OC (stereo unspecified) | 6 | 3.8 | 54* | -0.2
Cc1ccc(OCc2cc(C(=O)NCc3ccc4c(c3)n(C)c(=O)n4C)no2)cn1 | 7 | 3.4 | 0 | 0.0
COc1ccc(NC2=NCCOC2)cc1 | 0 | 0.6 | -6 | 0.1
CSC1=NC2(CC(c3ccccc3)Oc3cc(O)ccc32)CC(C)(C)N1 (stereo unspecified) | 10 | 2.2 | 1 | -0.2
O=C(NCc1ccccc1)C1(c2ccccc2)CCOCC1 | 24 | -0.2 | 3 | 0.8
CCOc1cc(/C=C2/NC(=O)NC2=O)cc(I)c1OCc1cccc([N+](=O)[O-])c1 | -16 | 1.0 | -2 | 0.1
CSCCC(NC(=O)CCN1C(=O)c2ccccc2C1=O)C(=O)O (stereo unspecified) | 4 | 0.5 | 1 | 0.0
C=CCn1ccc2c(OCC(=O)NCCOC)cccc2c1=O | -5 | 0.9 | -15 | -0.1
CCOc1ccc2oc(=O)cc(CN(Cc3ccco3)CC3CCCO3)c2c1 (stereo unspecified) | 7 | 0.0 | -9 | -0.1
CCNC(=S)NS(=O)(=O)c1ccc(Br)cc1 | -7 | 2.1 | -5 | -0.1
CCc1ccc(-n2c(=S)sc3c(=O)[nH]c(SCC(=O)O)nc32)cc1 | -16 | 0.2 | -5 | -0.1
CC(=O)c1cccc(NC(=O)COc2ccc(S(=O)(=O)N3CCOCC3)cc2)c1 | -5 | -0.9 | 10 | 0.1
CCOc1cc(C)nc(N2CCC(C(=O)NCc3ccccc3F)CC2)n1 | 4 | -0.2 | 5 | 0.5
O=C(CSCC(=O)c1ccccc1)Nc1ccc2ccccc2c1 | -2 | 0.9 | -11 | 0.0
CN(C)CCCNC(=S)Nc1ccc([N+](=O)[O-])cc1 | 13 | 2.4 | 7 | 0.2
O=C(NCCc1ccccc1)C(=O)NCC1OCCCN1S(=O)(=O)c1ccccc1 (stereo unspecified) | 6 | 0.7 | 11 | 0.3
COc1ccc(CC(=O)NCCc2csc3nc(-c4cccc(F)c4)nn23)cc1 | 2 | 0.7 | -6 | 0.0
Cc1cc(C(=O)N2CCCC(c3nc(N4CCCC4)ncc3-c3cc(C)no3)C2)on1 (stereo unspecified) | 6 | 2.2 | -15 | 0.3
COc1cc(NC(=O)c2cc3nc(-c4ccc(C)cc4)cc(C(F)(F)F)n3n2)cc(OC)c1OC | 10 | -0.1 | 10 | -0.1
Cc1nn(C)c(C)c1S(=O)(=O)Nc1ccc(Cl)cc1 | -9 | 0.5 | -10 | -0.2
CCCC12CN3CC(C)(CN(C1)C3c1cccc(C)c1)C2=O (stereo unspecified) | 14 | -0.2 | -2 | 0.3
O=C1NC(=S)NC(=O)C1=Cc1ccc(-c2cc(Cl)ccc2[N+](=O)[O-])o1 | 17 | -0.1 | 5 | -0.6
COC(=O)c1cnc(SCC(=O)NCc2cccc(Cl)c2)nc1N | -1 | 0.0 | -11 | 0.1
Cc1ccc(/C=C/C(=O)N2CCCc3ccccc32)o1 | 6 | 0.3 | -2 | -0.2
Cc1ccccc1N=C(NN)c1ccccn1 | 32 | -0.3 | -46 | -0.1
CC(C)OC(=O)CSc1ccc([N+](=O)[O-])cc1[N+](=O)[O-] | 9 | -0.5 | -1 | -0.2
CC(C)(C)c1ccc(C(=O)CC(C(=O)O)N2CCCCC2)cc1 (stereo unspecified) | 13 | 1.3 | 11 | 0.1
Nn1cnn2c(SCc3cccc(C(F)(F)F)c3)nnc12 | 6 | -1.4 | 3 | 0.1
CC(C)c1ccc(/C=C2\N=C(c3cc([N+](=O)[O-])ccc3Cl)OC2=O)cc1 | -3 | 1.1 | -6 | 0.0
COCCSc1ccccc1C(=O)NCc1ccccc1OC | -13 | -1.2 | -12 | -0.2
Cc1cccc(NS(=O)(=O)c2cc(C(=O)O)ccc2Cl)c1 | 7 | -0.5 | -7 | 0.1
O=C(Nc1cccc(O)c1)c1nn2c(C(F)(F)F)cc(-c3ccco3)nc2c1Br | -3 | 0.3 | 6 | -0.1
O=C(Nc1cccc2c1ccc1cccn12)c1ccco1 | -10 | 1.4 | -22 | -0.1
O=C(Nc1ccc([N+](=O)[O-])cc1)Nc1ccc(Br)cc1F | -6 | 0.5 | 5 | -0.1
CCCCNC(=O)c1c[nH]c2ccc(S(=O)(=O)N(C)c3ccc(CC)cc3)cc2c1=O | 7 | 0.9 | 1 | 0.0
CCOC(=O)c1c(-c2ccc(OC)cc2)oc2ccc(OC(=O)c3ccccc3OC)cc12 | 7 | -0.2 | -6 | 0.1
COc1ccc(-c2noc(COc3ccc(F)cc3)n2)cc1 | 4 | 0.8 | -16 | -0.1
COc1ccc2cc(CN(Cc3cccnc3)S(=O)(=O)c3ccccc3)c(=O)[nH]c2c1 | 26 | 4.3 | -7 | -0.1
CCC(=O)NC(NC(=S)Nc1ccccc1O)C(Cl)(Cl)Cl (stereo unspecified) | -3 | -0.7 | 4 | 1.0
COc1ccc(C(=S)N2CCOCC2)cc1OCc1ccccc1 | -3 | 0.3 | 6 | -0.1
Cc1cc(C)cc(NC(=O)CN2CCC(C(N)=O)(N3CCCCC3)CC2)c1 | -9 | 2.0 | -4 | 0.3
Cc1cc2nn(-c3ccccc3)nc2cc1NC(=S)NC(=O)c1oc2ccccc2c1C | -3 | 1.1 | 7 | 0.0
O=C(Nc1ccccc1)NC1(C(=O)N2CCN(c3ncccn3)CC2)CCCCC1 | 41 | 0.2 | -6 | 0.2
COCCNC(=O)c1cc(S(=O)(=O)N2CCOCC2)ccc1Sc1ccc(Br)cc1 | -3 | -0.6 | 4 | -0.1
Cc1ccc(OCC(=O)N2c3ccccc3C(C)(c3ccc(Cl)cc3)CC2(C)C)cc1 (stereo unspecified) | 2 | -0.9 | 21 | 0.0
CC(=O)Nc1ccc(NC(=O)COC(=O)Cc2ccsc2)cc1 | 19 | -0.1 | 9 | 0.3

Fetched one by one from above, five records:
SMILES | MITF primary | GPR151 activ | TEAD-YAP block | FBW7 act
CC(=O)Nc1ccc(NC(=O)COC(=O)Cc2ccsc2)cc1 | 19 | -0.1 | 9 | 0.3
Cc1ccc(OCC(=O)N2c3ccccc3C(C)(c3ccc(Cl)cc3)CC2(C)C)cc1 (stereo unspecified) | 2 | -0.9 | 21 | 0.0
COCCNC(=O)c1cc(S(=O)(=O)N2CCOCC2)ccc1Sc1ccc(Br)cc1 | -3 | -0.6 | 4 | -0.1
Cc1cc(C)cc(NC(=O)CN2CCC(C(N)=O)(N3CCCCC3)CC2)c1 | -9 | 2.0 | -4 | 0.3
CCOC(=O)c1c(-c2ccc(OC)cc2)oc2ccc(OC(=O)c3ccccc3OC)cc12 | 7 | -0.2 | -6 | 0.1

Bioassay records deposited in PubChem BioAssay by The Scripps Research Institute Molecular Screening Center.
